hERG protect: hERG rescue from dofetilide block, primary screen, cell-based, CHO-hERG, FluxOR thallium flux, dofetilide IC70; Voltage-gated inwardly rectifying potassium channel KCNH2 (Homo sapiens), Q12809; dofetilide IC70 present; activation (rescue from dofetilide block), less the hit threshold, % at 10 µM; 310,000 compounds, 0.51% hits; AID 1511, 2009;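 active = activation above the mean of controls blocked by dofetilide plus 5 SD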;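 note: thallium influx through hERG after potassium depolarization seen as dye fluorescence rise; in these data hits start at about 4.7%; inactives centre near -7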
RGS4 block: RGS4 inhibitors, primary screen, cell-based, HEK293 M3R inducible RGS4, calcium flux | Regulator of G-protein signaling 4 (Homo sapiens), P49798 | Fluo-4 calcium flux; active compounds read high; triggered by carbachol at its EC20 | B-score at 10 µM | 310,000 compounds, 0.45% hits | AID 463165, 2010;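 active = B-score, a plate-corrected calcium signal, over three deviations above library mean, with baseline fluorescence within five deviations of library mean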;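 note: RGS4 expression induced by doxycycline in cells with stable M3 receptor; B-score is computed from the integrated fluorescence ratio over baseline after carbachol; higher B-score means a larger calcium signal and so more RGS4 inhibition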
Target sequence (P49798 whole entry, looked up): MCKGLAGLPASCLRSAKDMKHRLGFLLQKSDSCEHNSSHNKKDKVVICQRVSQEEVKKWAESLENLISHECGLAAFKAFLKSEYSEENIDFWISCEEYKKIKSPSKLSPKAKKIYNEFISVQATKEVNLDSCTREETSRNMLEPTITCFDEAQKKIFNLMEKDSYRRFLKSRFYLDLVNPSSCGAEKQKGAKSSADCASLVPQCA
KCNK9 block: KCNK9 potassium channel inhibitors, primary screen, HEK293 cells, thallium flux; 310,000 compounds, 1.2% hits; AID 488922, 2010; B-score at 10 µM; FluxOR thallium flux fluorescence; active compounds read low; Potassium channel subfamily K member 9 (Homo sapiens), Q9NPC2;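 active = ratio B-score over 3 SD below the library mean, with starting fluorescence within 5 SD of its mean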;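 note: negative B-score means less thallium flux so channel inhibition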
Target sequence (Q9NPC2 whole entry, looked up): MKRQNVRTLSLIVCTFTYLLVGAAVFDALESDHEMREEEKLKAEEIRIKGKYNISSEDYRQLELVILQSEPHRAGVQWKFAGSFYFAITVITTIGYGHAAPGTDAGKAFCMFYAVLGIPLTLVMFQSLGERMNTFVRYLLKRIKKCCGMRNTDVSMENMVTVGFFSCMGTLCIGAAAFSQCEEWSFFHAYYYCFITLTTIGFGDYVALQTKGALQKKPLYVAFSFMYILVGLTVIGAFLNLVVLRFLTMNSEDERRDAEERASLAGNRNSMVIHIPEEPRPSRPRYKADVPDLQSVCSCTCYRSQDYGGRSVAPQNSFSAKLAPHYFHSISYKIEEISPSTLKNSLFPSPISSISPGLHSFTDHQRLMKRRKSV
ANO1 activ: TMEM16A chloride channel activators or potentiators, primary screen, cell-based, HTS; HEK293 TMEM16A/YFP-H148Q/I152L, iodide quench fluorescence; active compounds read low; 340,000 compounds, 0.3% hits; B-score at 10 µM; Anoctamin-1 (Mus musculus), Q8BHY3;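 active = fluorescence-ratio B-score plate-corrected deviation score at least 3 library SD below zero, with starting fluorescence score within 5 deviations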;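 note: channel opened by trigger with iodide after compound preincubation; score built on the fluorescence ratio of max minus min over baseline; more negative score means more quench and so TMEM16A activation or potentiation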
RGS4 act: RGS4 potentiators or activators, primary screen, cell-based, HEK293 M3R inducible RGS4, calcium flux | carbachol calcium flux Fluo4; active compounds read low | AID 463111, 2010 | 310,000 compounds, 0.92% hits | B-score at 10 µM;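 active = B-score of the integrated calcium signal more than 4 SD below the library mean, with starting fluorescence not abnormally high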;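 note: negative B-score means reduced calcium response which marks RGS4 activation or potentiation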
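Test system: HEK293 cells with stable M3R and inducible RGS4; also added: carbachol at ECmax as muscarinic agonist stimulus; schedule: dye loading 30 min 37 °C, buffer rest 30 min RT; technique: kinetic calcium fluorescence imaging with Fluo4-AM dye, 2 µM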
TMEM16A inh: TMEM16A chloride channel inhibitors, primary screen, cell-based, HTS; AID 588511, 2011; normalized B-score (activity score, 25-100; higher = stronger inhibition) at 10 µM; 310,000 compounds, 1.2% hits; HEK293 TMEM16A/YFP iodide influx fluorescence, ionomycin;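 active = ratio plate-corrected score three or more library SD toward inhibition, starting fluorescence score within five deviations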;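 note: score derived from kinetic fluorescence span divided by baseline fluorescence per well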
MrgX1 allo act: positive allosteric modulators of MrgX1, primary screen, HEK293 cells, Fluo-4 calcium flux | Mas-related G-protein coupled receptor member X1 (Homo sapiens), Q96LB2 | FDSS; active compounds read high | B-score at 10 µM | 310,000 compounds, 0.63% hits | AID 588675, 2011;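 active = plate-corrected calcium response at least 3 library SD above typical, normal starting fluorescence, not activating the receptor alone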;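 note: compound read alongside a low EC10 to EC30 dose of BAM8-22 agonist; peak minus trough fluorescence over baseline measured at the second addition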
KCNQ1 block: inhibitors of human KCNQ1 channel, primary screen, cell-based, thallium flux, high-throughput | 310,000 compounds, 1.3% hits | AID 2642, 2010 | CHO-K1 KCNQ1, FluxOR thallium flux fluorescence; active compounds read high | B-score at 10 µM;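 active = compounds whose thallium flux B-score, printed positive for inhibition, exceeds three library SD while starting fluorescence stays within three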;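 note: channel opened by potassium depolarization with thallium stimulus after 20 min compound exposure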
MrgX1 agonist: agonists of human MrgX1 receptor, primary screen, HEK293 cells, Fluo-4 calcium flux; Fluo-4 calcium fluorescence, agonist mode; active compounds read high; B-score at 10 µM; 310,000 compounds, 0.44% hits;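 active = calcium response B-score plate-corrected fluorescence ratio at least 3 library SD, with starting fluorescence B-score inside 5 SD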
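Material: MrgX1-expressing HEK293 cells; input: 15,000 cells per well; doses: test compound given as first of three sequential additions; schedule: overnight plating before 1 h dye loading; technique: Fluo-4 NW calcium-flux fluorescence, kinetic read; evaluation: baseline-normalised fluorescence change ratio, B-scored; control set: plate-wise positive and negative controls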
KCNK3 inh: human KCNK3 channel inhibitors, primary screen, CHO cells, FluxOR thallium flux, B-score. Potassium channel subfamily K member 3 (Homo sapiens), O14649. FluxOR fluorescence; active compounds read low. B-score at 10 µM. 340,000 compounds, 0.84% hits;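 active = B-score under library mean minus 4 SD, starting fluorescence ratio at most library mean plus 5 SD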;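 note: more negative B-score means stronger inhibition of thallium flux through KCNK3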
Target sequence (O14649 whole entry, looked up): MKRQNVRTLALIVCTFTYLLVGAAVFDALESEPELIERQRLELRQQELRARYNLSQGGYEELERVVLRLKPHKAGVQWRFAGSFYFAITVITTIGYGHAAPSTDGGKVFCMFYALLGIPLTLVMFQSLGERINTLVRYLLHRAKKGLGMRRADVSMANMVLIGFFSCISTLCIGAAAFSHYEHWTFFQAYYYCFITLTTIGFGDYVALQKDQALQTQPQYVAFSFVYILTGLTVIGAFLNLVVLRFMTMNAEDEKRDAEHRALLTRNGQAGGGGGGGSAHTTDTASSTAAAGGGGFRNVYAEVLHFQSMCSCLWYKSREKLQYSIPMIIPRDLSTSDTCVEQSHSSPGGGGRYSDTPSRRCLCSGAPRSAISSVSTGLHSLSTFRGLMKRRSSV
KCNQ1 pot: potentiators or activators of KCNQ1 channel, primary screen, cell-based, thallium flux, high-throughput; CHO-K1 KCNQ1, thallium flux FluxOR fluorescence; active compounds read high; Potassium voltage-gated channel subfamily KQT member 1 (Homo sapiens), P51787; AID 2648, 2010; 310,000 compounds, 0.35% hits; B-score at 10 µM;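 active = fluorescence ratio B-score, a plate-corrected score, at least three library SD, with initial intensity B-score within 5 SD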
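System: Stable KCNQ1 CHO-K1 line | Incubation: 90 min dye loading and 20 min compound exposure, both at room temperature | Measure: Ratio B score | Medium: Assay buffer for compound exposure, DMSO matched across wells | Compound dosing: Single-concentration screen | Probe or stimulus: K+/Tl+ depolarizing stimulus | Measured by: Kinetic FluxOR fluorescence, 10 s baseline plus 110 s post-stimulus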
* marks the source's active call; other numbers are inactive results; i = inactive; / = not tested or not shown.

SMILES	hERG protect	RGS4 block	KCNK9 block	ANO1 activ	RGS4 act	TMEM16A inh	MrgX1 allo act	KCNQ1 block	MrgX1 agonist	KCNK3 inh	KCNQ1 pot
CCc1cccc(NC(=S)N2CCC(c3ccccc3)C2)c1 (configuration not stated)	-10	i	i	-5.7*	i	i	i	i	i	i	i
Cc1cc(-c2nc(C)c(C(=O)NNS(=O)(=O)c3ccccc3)s2)no1	-3	i	i	i	i	i	i	i	i	i	i
COC(=O)CCC(=O)Nc1ccc(S(=O)(=O)Nc2cc(OC)nc(OC)n2)cc1	-4	i	i	i	i	i	i	i	i	i	i
Cc1noc(C)c1C(=O)N1CCCC(C(=O)c2ccc(Cl)cc2)C1 (configuration not stated)	-12	i	i	i	i	i	i	i	i	i	i
O=C(COc1ccc(S(=O)(=O)N2CCOCC2)cc1Cl)NCCN1CCOCC1	-3	i	i	i	i	i	i	i	i	i	i
O=C(Nc1cc(Cl)ccc1-n1cncn1)c1cccs1	-5	i	i	i	i	i	i	i	i	i	i
CCOC(=O)C1CCN(Cc2ccc(OC)c(OCc3ccccc3)c2)CC1	-3	i	i	i	i	i	i	i	i	i	i
CCn1ccnc1CN(C)C(=O)c1ccc(OC2CCN(CCc3ccccc3)CC2)cc1	-11	i	i	i	i	i	i	i	i	i	i
OC(CNCCC(c1ccccc1)c1ccccc1)COc1ccccc1 (configuration not stated)	-20	i	i	i	i	i	i	i	i	i	i
CC(Nc1nc(-c2cccc(Br)c2)cs1)c1nc2cc(Cl)c(N3CCCCC3)cc2n1CCOCCO (configuration not stated)	-5	8.2*	i	i	i	i	i	i	i	i	i
CC(C(=O)OCC(=O)c1ccc([N+](=O)[O-])cc1)N1C(=O)C2C3C=CC(C3)C2C1=O (configuration not stated)	-3	i	i	i	i	i	i	i	i	i	i
CCCC(=O)Nc1nc2nc(C)cc(=O)n2[nH]1	0	i	i	i	i	i	i	i	i	i	i
Cc1ccc(OCC(=O)Nc2cccc3nsnc23)c(C)c1	-7	i	i	i	i	i	i	i	i	i	i
Cc1ccc(NC(=S)NNC(C)(C)C)cc1	-12	i	i	i	i	i	i	i	i	i	i
CC(C)c1ccc(/C=N/NC(=O)c2c(Cl)cnn2C)cc1	-9	i	i	i	i	i	i	i	i	i	i
CC(C)COP(=O)(OCC(C)C)C(O)c1ccc(N(C)C)cc1 (configuration not stated)	-9	i	i	i	i	i	i	i	i	i	i
Nc1ccc2c(c1)CCC2=O	-10	i	i	i	i	i	i	i	i	i	i
Cc1cc2c(ncn2Cc2ccccc2)c([N+](=O)[O-])c1C	-6	i	i	i	i	i	i	i	i	i	i
CCOC(=O)C1CCN(C(=O)CCNC(=O)Cn2cnc3ccccc3c2=O)CC1	-4	i	i	i	i	i	i	i	i	i	i
Cc1cc(C)n(Cc2cccc(C(=O)N/N=C/c3ccncc3)c2)n1	-8	i	i	i	i	i	i	i	i	i	i

A second format for part of the listing above:
| molecule | hERG protect | RGS4 block | KCNK9 block | ANO1 activ | RGS4 act | TMEM16A inh | MrgX1 allo act | KCNQ1 block | MrgX1 agonist | KCNK3 inh | KCNQ1 pot |
| --- | --- | --- | --- | --- | --- | --- | --- | --- | --- | --- | --- |
| CCCC(=O)Nc1nc2nc(C)cc(=O)n2[nH]1 | 0 | i | i | i | i | i | i | i | i | i | i |
| Cc1ccc(OCC(=O)Nc2cccc3nsnc23)c(C)c1 | -7 | i | i | i | i | i | i | i | i | i | i |

Going on with the list.
SMILES	hERG protect	RGS4 block	KCNK9 block	ANO1 activ	RGS4 act	TMEM16A inh	MrgX1 allo act	KCNQ1 block	MrgX1 agonist	KCNK3 inh	KCNQ1 pot
Cc1cccc(C(=O)O)c1NC(=O)c1ccc(F)cc1	-2	i	i	i	i	i	i	i	i	i	i
CC1CN(Cc2ccccc2)c2nc3c(c(=O)n(C)c(=O)n3C)n2C1 (configuration not stated)	-5	i	i	i	i	i	i	i	i	i	i
Cc1cnc(NC(=O)C2CCCO2)s1 (configuration not stated)	-7	i	i	i	i	i	i	i	i	i	i
CCOc1ccccc1N(C(=O)c1snc(C(N)=O)c1N)C(C(=O)NCc1ccccc1)c1ccc(O)cc1 (configuration not stated)	-9	i	i	i	i	/	/	i	/	i	i
CC(C)(C)OC(=O)CNC(=O)c1[nH]cnc1C(=O)NCC(=O)OCc1ccccc1	-19	i	i	i	i	i	i	i	i	i	i
Cc1cccc(OCC(O)CN2CCN(c3ccccn3)CC2)c1C (configuration not stated)	-7	i	i	i	i	i	i	i	i	i	i
Cc1cc(C)c(S(=O)(=O)N2CCN(S(=O)(=O)N3CCOCC3)CC2)c(C)c1	-4	i	i	i	i	i	i	i	i	-13*	i
O=C(Cc1csc(N2CCOCC2)n1)N/N=C/c1ccccc1C(=O)O	-3	i	i	i	i	i	i	i	i	i	i
COc1cc(OC)cc(-c2nc3cc(C)ccc3o2)c1	-10	i	i	i	i	i	i	i	i	i	i
COC(=O)C1CCN(C(=O)c2sc3nc(-c4ccccc4)cn3c2C)CC1	-13	i	i	i	i	i	i	i	i	i	i
CCSc1nnc2ccc(-c3cccs3)nn12	-4	i	i	i	i	i	i	i	i	i	i
O=C(Nc1ccc(F)cc1)N1CCN(C/C=C/c2ccccc2)CC1	-4	i	i	i	i	i	i	i	i	i	i
Cc1nc2ccccc2c2nc3ccccc3n12	-4	i	i	i	i	i	i	i	i	i	i
Cc1ccc(OCCCCN2CCCCC2)c(Br)c1	-5	i	i	i	-7.8*	i	i	i	i	i	i
CCc1ccccc1NC1=NCC(=O)N1C1CCCC1	-2	i	i	i	i	i	i	i	i	i	i
Cc1cc(C(=O)OCC(=O)N2CCCC2)c2ccccc2n1	-7	i	i	i	i	i	i	i	i	i	i
Cc1cc(Cl)c(OCCCCNC(C)(C)C)c(Br)c1	-4	i	i	/	i	i	i	i	i	/	i
COc1ccc(CNc2oc(-c3cccc4ccccc34)nc2P(=O)(OC)OC)cc1	-12	i	i	i	i	i	i	i	i	i	i
CC1CCCCN1CCCNc1ccc(C(CC(N)=O)NC(=O)Cc2cccc3ccccc23)cc1[N+](=O)[O-] (configuration not stated)	-9	i	i	i	i	i	i	i	i	i	i
NCCCCCc1nnc(SCc2cccc(Cl)c2)o1	-13	i	i	i	i	i	i	i	i	i	i
CC(=O)c1cccc(NC(=O)c2ccc(CN3CCc4ccccc4C3)cc2)c1	-6	i	i	i	i	i	i	i	i	i	i
COCCn1cc(C(=O)NCCCN2CCC(C)CC2)c2c3ccccc3n(C)c2c1=O	-11	i	i	i	i	i	i	i	i	i	i
Cc1cc(C)nc(Nc2n[nH]c(C)n2)n1	-6	i	i	i	i	i	i	i	i	i	i
Cc1cc(O)c(C(=O)Cc2csc(C)n2)c(O)c1	-17	i	i	i	i	i	i	i	i	i	i
O=C(CCSCCC(=O)Nc1ccccc1F)Nc1ccccc1F	-8	i	i	i	i	i	i	i	i	i	i
O=C1[C@H]2[C@H](C=CC[C@H]2C(=O)N2CCN(c3ccccc3)CC2)CCN1Cc1ccccc1	1	i	i	i	i	i	i	i	i	i	i
COc1cccc(CN(C)C(=O)CSCC(=O)Nc2cc(C)on2)c1OC	-11	i	i	i	i	i	i	i	i	i	i
Cc1nc(C)c(-c2ccc(SCc3ccc(Cl)cc3)nn2)s1	-9	i	i	i	i	i	i	i	i	i	i
CCOc1ccc(C=Nc2cccc3ncccc23)cc1	0	i	i	i	i	i	i	i	i	i	i
COc1ccc(OC)c(C2C3=C(CC(C)(C)CC3=O)Nc3nnnn32)c1 (configuration not stated)	-8	i	i	i	i	i	i	i	i	i	i
CC(=O)Nc1ccc2c(c1)OCCOCCOc1cc(NC(C)=O)ccc1OCCO2	-8	i	i	i	i	i	i	i	i	i	i
CC(C(=O)Nc1cccnc1)N1C(=O)c2ccccc2C1=O (configuration not stated)	-8	i	i	i	i	i	i	i	i	i	i
COc1ccc(-c2cnnn2-c2ccc(N)cc2)cc1OC	-13	i	i	i	i	i	i	i	i	i	i
O=C(NCCc1ccccc1)c1ccc2c(c1)N(Cc1ccccc1)CCS2	-17	i	-9*	i	i	i	i	10*	i	-12*	i
COc1ccc(S(=O)(=O)NCC(c2cccnc2)N2CCN(C)CC2)cc1C (configuration not stated)	-10	i	i	i	i	i	i	i	i	i	i
COc1ccc(CCN(C)CC(O)COC(c2ccc(F)cc2)c2ccc(F)cc2)cc1OC (configuration not stated)	-17	i	i	i	i	i	i	i	i	i	i
COc1ccc(N(CC(=O)NCCc2ccc(Cl)cc2)S(=O)(=O)c2c(C)[nH]c(=O)[nH]c2=O)cc1	-2	i	i	i	i	i	i	i	i	i	i
N#CCN1C(=O)C(=O)N(Cc2cccc(Cl)c2)C1=O	-2	i	i	/	i	i	i	i	i	i	i
COC(=O)c1ccc(C(=O)NC(=S)Nc2ccc3nc(SC)sc3c2)cc1	-5	i	i	i	i	i	i	i	i	i	i
N#CCCN(Cc1ccccc1)C(=S)Nc1ccccc1	-4	i	i	i	i	i	i	i	i	i	i
Cc1cc2cc3c(cc2nc1SCC(=O)N1CCCC1)OCCO3	-10	i	i	i	i	/	/	i	/	i	i
CCCc1nnc(SCC(=O)NC2CCCC2)n1CCOC	-6	i	i	i	i	i	i	i	i	i	i
Cc1ccc(Cc2c(C)nc3nc(SCC(=O)NCCCN4CCCCC4)nn3c2C)cc1	-12	i	i	i	i	i	i	i	i	i	i

Screening results (PubChem BioAssay)

Compounds as they come; any-hit rate near 6.3%.
